# KDM4C inh: inhibitors of human demethylase GASC-1 KDM4C; Q9H3R0; GST-KDM4C 2-372, H3K9me3 peptide, LANCE TR-FRET; inhibition, % at 12.5 µM; hit rate 0.15% among 96,000;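 active means mean replicate inhibition above about 25%, with at least 55% of replicates also reaching it, limit read from the data, passing the limit was not always enough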
# Target sequence (Q9H3R0 2-372 limits assumed): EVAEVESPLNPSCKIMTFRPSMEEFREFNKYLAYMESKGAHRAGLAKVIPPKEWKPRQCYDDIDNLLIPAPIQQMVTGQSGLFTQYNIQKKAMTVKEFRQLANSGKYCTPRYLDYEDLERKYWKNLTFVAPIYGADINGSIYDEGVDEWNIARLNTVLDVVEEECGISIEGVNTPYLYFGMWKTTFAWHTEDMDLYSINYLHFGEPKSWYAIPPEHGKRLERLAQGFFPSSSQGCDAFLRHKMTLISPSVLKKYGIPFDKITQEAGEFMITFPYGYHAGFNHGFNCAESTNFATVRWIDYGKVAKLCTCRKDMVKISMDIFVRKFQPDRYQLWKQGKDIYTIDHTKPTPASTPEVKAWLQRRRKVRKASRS
#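 Compound: one test concentration per compound; Material: GST-GASC-1 enzyme fragment 2-372; Amount: GASC-1 enzyme at 10 nM final in reaction; Also added: H3K9me3 peptide substrate, Fe(II), 2-oxoglutarate; Technique: LANCE TR-FRET; Times: 30 min demethylation and 1 h detection at room temperature.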
# C diff growth: blocks growth of Clostridium difficile | growth activity, negative = inhibition, % at 16 µg/mL (by protocol) | hit rate 0.25% among 86,000 | Clostridium difficile clinical isolate growth, OD600, 24 h; active compounds read low | AID 1259249;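 active means mean growth activity at or below -80% and every replicate also at or below -80%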;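 further: 0% = DMSO wells and -100% = levofloxacin 16 µg/mL wells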
# T cruzi growth: T. cruzi proliferation inhibition; inhibition, % at 8.34 µM; T. cruzi beta-gal in NIH3T3, GalScreen luminescence, 90 h; hit rate 5.9% among 77,000;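 active means mean inhibition above about 93%, with at least 55% of replicates each passing it, limit read from the data, passing the limit was not always enough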
# Pf Dd2 growth: blocks growth of Plasmodium falciparum Dd2 parasites. P. falciparum Dd2 growth, SYBR Green, 72 h; active compounds read low. hit rate 2.3% among 94,000. AID 1159554. activity change, % at 10 µM; in the data active means activity change below about -80%
# An asterisk follows results filed as active; · = no result given; & = joins results of further samples.
# Start of the data: the first 4 compounds as a preview:
# Fields – T cruzi growth	C diff growth	KDM4C inh	Pf Dd2 growth
(1) Cc1noc(C)c1NC(=O)N(C)C[C@H]1OCCCC[C@H](C)Oc2ccc(NC(=O)Nc3ccc(F)cc3)cc2C(=O)N([C@H](C)CO)C[C@@H]1C
  -26	-6	0.2	17
(2) C[C@H]1CN([C@@H](C)CO)C(=O)c2cccc(NC(=O)C3CC3)c2O[C@H]1CN(C)CC1CC1
  ·	1	-0.4	1
(3) C[C@@H]1CN([C@H](C)CO)C(=O)c2cccc(NS(=O)(=O)c3ccc(Cl)cc3)c2O[C@H]1CN(C)C(=O)Nc1cccc2ccccc12
  -16	-2	1.0	21
(4) CNC(=O)C[C@@H]1CC[C@H]2[C@@H](COc3ccc(NC(=O)NCc4ccccc4)cc3C(=O)N2C)O1
  -25	3	0.4	-1

# The whole of this part (from the top)
# Fields – T cruzi growth	C diff growth	KDM4C inh	Pf Dd2 growth
(1) Cc1noc(C)c1NC(=O)N(C)C[C@H]1OCCCC[C@H](C)Oc2ccc(NC(=O)Nc3ccc(F)cc3)cc2C(=O)N([C@H](C)CO)C[C@@H]1C
  -26	-6	0.2	17
(2) C[C@H]1CN([C@@H](C)CO)C(=O)c2cccc(NC(=O)C3CC3)c2O[C@H]1CN(C)CC1CC1
  ·	1	-0.4	1
(3) C[C@@H]1CN([C@H](C)CO)C(=O)c2cccc(NS(=O)(=O)c3ccc(Cl)cc3)c2O[C@H]1CN(C)C(=O)Nc1cccc2ccccc12
  -16	-2	1.0	21
(4) CNC(=O)C[C@@H]1CC[C@H]2[C@@H](COc3ccc(NC(=O)NCc4ccccc4)cc3C(=O)N2C)O1
  -25	3	0.4	-1
(5) O=C(Cc1ccncc1)N[C@H]1CC[C@H](CCn2cc(-c3ccccc3F)nn2)O[C@@H]1CO
  -22	·	3.9	6
(6) COc1ccccc1S(=O)(=O)N[C@@H]1C=C[C@H](CC(=O)N2CCCCC2)O[C@@H]1CO
  8	·	1.3	-31
(7) CNC[C@@H]1Oc2ccc(NC(=O)C3CCCCC3)cc2C(=O)N([C@@H](C)CO)C[C@@H]1C
  15	-2	-0.5	36
(8) O=C(N[C@H]1CC[C@@H](CC(=O)N2CCCCC2)O[C@@H]1CO)c1ccc2c(c1)OCO2
  -19	3	-0.7	10
(9) Cc1noc(C)c1NC(=O)Nc1cccc2c1O[C@@H](CN(C)C(=O)Nc1ccc(C(F)(F)F)cc1)[C@@H](C)CN([C@@H](C)CO)C2=O
  -8	-9	0.2	-10
(10) CC(C)NC(=O)N1CC2(C1)[C@H](c1ccccc1)[C@@H](CO)N2C(=O)C1CCC1
  ·	-3	-1.5	14
(11) CO[C@H]1CN(C)C(=O)c2cc(NS(=O)(=O)c3ccc(Cl)cc3)ccc2OC[C@H](C)N(C)C[C@@H]1C
  -13	-2	0.9	-7
(12) C[C@H]1CN([C@@H](C)CO)C(=O)CCCn2nncc2CO[C@H]1CN(C)C(=O)Nc1ccccc1
  -358	-4	0.9	10
(13) CCCNC(=O)N[C@@H]1C=C[C@H](CC(=O)N2CCN(C)CC2)O[C@H]1CO
  32	·	1.7	6
(14) O=C(NCC1CC1)[C@H]1[C@H](CO)[C@H]2Cn3c(ccc(-c4cccnc4)c3=O)[C@H]2N1Cc1cocn1
  28	-2	7.6	9
(15) CNC[C@@H]1Oc2ccc(NS(=O)(=O)c3c(C)noc3C)cc2C(=O)N([C@@H](C)CO)C[C@@H]1C
  -6	-2	0.3	40
(16) CNC[C@H]1Oc2ccc(NC(=O)Cc3ccccc3)cc2C(=O)N([C@H](C)CO)C[C@@H]1C
  -2	2	-0.1	7
(17) C[C@@H]1CN([C@@H](C)CO)C(=O)c2cc(NC(=O)Nc3cccc4ccccc34)ccc2O[C@H]1CN(C)Cc1ccc2c(c1)OCO2
  16	3	1.3	-4
(18) CCCC#Cc1cnc2c(c1)C(=O)N([C@H](C)CO)C[C@@H](C)[C@@H](CN(C)C(=O)Nc1c(C)noc1C)O2
  -39	7	-4.5	-8
(19) O=C(Cc1cccnc1)N1CC2(C1)[C@H](c1ccccc1)[C@@H](CO)N2C(=O)C1CCCC1
  ·	-6	0.1	-20
(20) COc1ccc(CN2C[C@H](C)[C@@H](OC)CN(C)C(=O)c3cc(NC(=O)c4nc5ccccc5s4)ccc3OC[C@H]2C)cc1
  ·	·	-1.4	-75
(21) C[C@@H]1CN([C@H](C)CO)C(=O)c2cc(NC(=O)Nc3ccc(F)cc3)ccc2O[C@@H]1CN(C)S(=O)(=O)c1ccccc1
  59	5	1.3	11
(22) Cc1ccc(S(=O)(=O)Nc2cccc3c2O[C@H](CN(C)Cc2ccc(C(=O)Nc4ccccc4N)cc2)[C@@H](C)CN([C@@H](C)CO)C3=O)cc1
  ·	3	-0.3	-74
(23) CN(C)CC#Cc1ccc([C@@H]2[C@@H](CO)N3CCCCN(C(=O)Nc4ccccc4F)C[C@H]23)cc1
  -11	5	3.6	-2
(24) N#C[C@H]1[C@@H](c2ccccc2)[C@@H](CO)N1C(=O)c1ccccc1F
  2	-14	-0.5	34
(25) CCC(=O)N1CC(=O)N2[C@H](C1)[C@@H](c1ccc(C#CC(C)C)cc1)[C@@H]2CO
  ·	-1	0.1	2
(26) O=C(C[C@H]1C=C[C@H](NS(=O)(=O)c2ccc(F)cc2)[C@H](CO)O1)N1CCN(c2ccccc2)CC1
  -16	·	0.9	10
(27) COC(=O)C[C@@H]1C[C@H]2c3cc(NS(=O)(=O)c4cccc(OC)c4)ccc3O[C@H]2[C@H](CO)O1
  ·	-11	7.4	-1
(28) C[C@H]1CN([C@@H](C)CO)C(=O)Cc2cc(NC(=O)Nc3ccc(C(F)(F)F)cc3)ccc2O[C@H]1CN(C)S(=O)(=O)c1ccc(Cl)cc1
  25	8	1.4	-11
(29) COc1ccc(C(=O)Nc2ccc3c(c2)OC[C@@H](C)NC[C@@H](C)[C@H](OC)CN(C)C3=O)cc1
  -26	0	-1.0	-30
(30) COCC(=O)N(C)C[C@@H]1Oc2cc(C#Cc3cccnc3)ccc2S(=O)(=O)N([C@@H](C)CO)C[C@@H]1C
  ·	1	-2.2	14
(31) C[C@@H]1CCCCO[C@@H](CN(C)C(=O)NC2CCCCC2)[C@@H](C)CN([C@H](C)CO)C(=O)c2cc(NS(C)(=O)=O)ccc2O1
  20	·	-0.3	38
(32) C[C@H](CO)N1C[C@H](C)[C@H](CN(C)C(=O)CN(C)C)Oc2cc(-c3cccnc3)ccc2S1(=O)=O
  60	5	-2.3	20
(33) N#Cc1cccc(-c2ccc3c(c2)[C@H]2[C@H](CCN2C(=O)CN2CCOCC2)[C@@H](CO)N3)c1
  45	1	3.3	21
(34) CCCNC(=O)N1[C@H](CO)[C@@H]2c3ccccc3N(C(=O)Nc3ccc(F)cc3)C[C@@H]21
  23	3	3.4	-29
(35) C[C@@H]1CN([C@H](C)CO)C(=O)c2cc(C#CCN(C)C)cnc2O[C@H]1CN(C)C
  ·	-6	4.3	54
(36) CC(C)NC(=O)Nc1ccc2c(c1)CC(=O)N([C@@H](C)CO)C[C@@H](C)[C@@H](CN(C)S(C)(=O)=O)O2
  23	-1	0.4	0
(37) C[C@H](CO)N1C[C@H](C)[C@@H](CN(C)C(=O)Nc2ccccc2)OCCCC[C@H](C)Oc2ccc(NC(=O)Cc3ccccc3)cc2C1=O
  16	·	0.2	29
(38) COc1ccc(NC(=O)Nc2ccc3c(c2)C(=O)N([C@@H](C)CO)C[C@@H](C)[C@H](CN(C)Cc2ccncc2)O3)cc1
  -7	-4	10	25
(39) Cc1ccc(S(=O)(=O)N(C)C[C@@H]2Oc3cc(C#Cc4ccncc4)ccc3S(=O)(=O)N([C@@H](C)CO)C[C@H]2C)cc1
  82	2	·	-81*
(40) COc1ccccc1NC(=O)N1C[C@@H](O)COC[C@H]2O[C@@H](CC(=O)NCc3ccccc3)CC[C@@H]21
  -109	9&0	-3.2	-23
(41) CC(C)C#Cc1cnc2c(c1)C(=O)N([C@@H](C)CO)C[C@H](C)[C@@H](CN(C)C(=O)c1cccc(F)c1)O2
  75	-5	0.6	-53
(42) Cc1ccc(S(=O)(=O)N[C@H]2CC[C@H](CCn3cc(-c4cccnc4)nn3)O[C@H]2CO)cc1
  22	·	-0.7	6
(43) C[C@H](CO)N1C[C@H](C)[C@H](CN(C)C(=O)Nc2ccc3c(c2)OCO3)Oc2ccc(NC(=O)Nc3ccccc3)cc2CC1=O
  11	-5	-1.3	7
(44) COc1cccc(C#Cc2cnc3c(c2)C(=O)N([C@@H](C)CO)C[C@H](C)[C@@H](CN(C)C(=O)C2CCOCC2)O3)c1
  ·	0	-1.9	-83*
(45) O=C(C1CCCCC1)N1CC(=O)N2[C@H](C1)[C@@H](c1ccc(Br)cc1)[C@@H]2CO
  ·	3	0.1	20
(46) CN(C[C@H]1N[C@@H](CO)[C@@H]1c1ccc(-c2cccnc2)cc1)C(=O)c1ccccc1
  85	9	-0.8	-14
(47) C[C@H](CO)N1C[C@H](C)[C@@H](CN(C)C(=O)NC2CCCCC2)OCc2cnnn2CCCC1=O
  -20&25	-8	-1.4	18&11
(48) COc1ccc2c3c(n(C)c2c1)[C@@H](CO)N(C(C)=O)CC31CCN(C(=O)Nc2ccccc2F)CC1
  ·	14	-0.3	-46
(49) CCCNC(=O)C[C@H]1CC[C@H]2[C@H](COc3ccc(NC(=O)c4cccs4)cc3C(=O)N2C)O1
  1	-2	-0.5	7
(50) C[C@H](CO)N1C[C@H](C)[C@H](CN(C)C(=O)c2ccccc2)Oc2ncc(/C=C/c3ccccc3)cc2C1=O
  55	-2	-2.6	-50
(51) C[C@@H]1CN([C@H](C)CO)C(=O)c2cc(-c3cncnc3)cnc2O[C@H]1CN(C)C(=O)CN1CCOCC1
  ·	-2	-1.4	21
(52) C[C@H](CO)N1C[C@H](C)[C@H](CN(C)Cc2ccncc2)OCCCC[C@H](C)Oc2ccc(NC(=O)c3ccncc3)cc2C1=O
  20	0	0.9	12
(53) C[C@@H]1CN([C@H](C)CO)C(=O)c2cc(NS(=O)(=O)c3ccc(Cl)cc3)ccc2O[C@@H](C)CCCCO[C@@H]1CN(C)S(=O)(=O)c1cn(C)cn1
  -14	10	-0.6	-36
(54) CCN1[C@H](C(=O)NCc2cccc(OC)c2)[C@@H](CO)[C@@H]2Cn3c(ccc(C4=CCCCC4)c3=O)[C@@H]21
  88	5	1.8	-8
(55) Cc1noc(C)c1S(=O)(=O)Nc1ccc2c(c1)CC(=O)N([C@@H](C)CO)C[C@@H](C)[C@H](CN(C)CC1CCCCC1)O2
  -1	-6	-2.2	-47
(56) CNC[C@@H]1OCCCC[C@@H](C)Oc2ccc(NC(=O)Nc3ccccc3)cc2C(=O)N([C@@H](C)CO)C[C@H]1C
  6	1	0.9	·
(57) C[C@@H]1CN([C@H](C)CO)C(=O)CCCn2nncc2CO[C@H]1CN(C)Cc1cccc(O)c1
  29	·	·	-1
(58) O=S(=O)(c1ccccc1)N1CCCCN2[C@H](C1)[C@H](c1ccc(-c3cncnc3)cc1)[C@@H]2CO
  88	-2	-2.0	-73
(59) Cc1ccc(S(=O)(=O)Nc2cccc3c2O[C@@H](CN(C)CC2CC2)[C@H](C)CN([C@@H](C)CO)C3=O)cc1
  -21	-1	0.2	4
(60) O=C(NCC1CC1)[C@H]1[C@H](CO)[C@H]2Cn3c(cccc3=O)[C@H]2N1CCC(F)(F)F
  -3	-3	0.5	7

# Carrying on:
# Fields – T cruzi growth	C diff growth	KDM4C inh	Pf Dd2 growth
(61) O=C(NCC[C@@H]1CC[C@@H](NC(=O)C2CCOCC2)[C@H](CO)O1)c1ccc(F)cc1
  28	3	-0.1	8
(62) C[C@@H]1CCCCO[C@H](CN(C)S(=O)(=O)c2cn(C)cn2)[C@H](C)CN([C@@H](C)CO)C(=O)c2cc(NC(=O)c3ccccc3)ccc2O1
  -72	1	·	-7
(63) C[C@@H]1CN([C@H](C)CO)C(=O)Cc2cc(NS(=O)(=O)c3cn(C)cn3)ccc2O[C@@H]1CN(C)C
  -25	2	0.3	25
(64) C[C@@H]1CCCCO[C@H](CN(C)C(=O)NC2CCCCC2)[C@H](C)CN([C@@H](C)CO)C(=O)c2cc(NS(=O)(=O)c3ccc(Cl)cc3)ccc2O1
  57	4	-0.6	23
(65) COCC(=O)Nc1ccc2c(c1)C(=O)N(C)C[C@@H](OC)[C@@H](C)CN(C(=O)COC)[C@@H](C)CO2
  -10	-1	-1.5	·
(66) CN(C)CC(=O)N[C@@H]1CC[C@H](CCn2cc(C3CCCC3)nn2)O[C@@H]1CO
  -41	-1	-0.3	-15
(67) CN1C(=O)c2cc(NC(=O)C3CC3)ccc2OC[C@@H]2O[C@@H](CC(=O)NCc3ccccc3F)CC[C@H]21
  ·	0	3.3	38
(68) CNC[C@H]1OCCCC[C@@H](C)Oc2ccc(NS(=O)(=O)c3c(C)noc3C)cc2C(=O)N([C@H](C)CO)C[C@@H]1C
  12	-1	-2.9	34
(69) C[C@H](O)C#Cc1ccc2c(c1)O[C@H](CN(C)C(=O)c1ccccc1)[C@@H](C)CN([C@H](C)CO)S2(=O)=O
  -19	0	0.4	-27

# One compound at a time (already shown):
# Results for `CN(C)CC(=O)N[C@@H]1CC[C@H](CCn2cc(C3CCCC3)nn2)O[C@@H]1CO` = T cruzi growth = -41; C diff growth = -1; KDM4C inh = -0.3; Pf Dd2 growth = -15
# Results for `C[C@@H]1CCCCO[C@H](CN(C)C(=O)NC2CCCCC2)[C@H](C)CN([C@@H](C)CO)C(=O)c2cc(NS(=O)(=O)c3ccc(Cl)cc3)ccc2O1` = T cruzi growth = 57; C diff growth = 4; KDM4C inh = -0.6; Pf Dd2 growth = 23
